High-throughput results (PubChem BioAssay)
MLLE-PAM2 inh = inhibitors of PABP1 MLLE–PAM2 peptide binding, primary screen, biochemical, fluorescence polarization, FITC-PAM2, GST-MLLE; actives 0.36% (n = 360,000); inhibition, % at 20 µM; Polyadenylate-binding protein 1 (Homo sapiens), P11940; in the data active means inhibition above about 35%, passing the limit was not always enough;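 further: plate controls were DMSO wells with GST-MLLE for no effect and wells lacking GST-MLLE protein for full effect; some results filed as inactive read as strong as hits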
FAS TE block = FAS thioesterase domain inhibitors, primary screen, biochemical, fluorescence intensity, uHTS | Fatty acid synthase (Homo sapiens), P49327 | recombinant FAS-TE, OMFH fluorogenic substrate, fluorescence endpoint | inhibition, % at 15 µM | actives 0.67% (n = 360,000) | AID 602261, 2012;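 active means compounds whose normalised, plate-corrected inhibition of enzyme fluorescence in the single-dose primary screen is 50% or more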;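 further: 0% = DMSO with enzyme and 100% = substrate without enzyme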
Rin1-Abl PPI inh = inhibitors of Rin1-Abl protein binding, primary screen, biochemical, TR-FRET; Tyrosine-protein kinase ABL1 (Homo sapiens) + Ras and Rab interactor 1 (Homo sapiens), …; inhibition, % at 7.35 µM; actives 0.4% (n = 360,000); in the data active means inhibition above about 5%, passing the limit was not always enough
E coli Lon inh = inhibitors of E. coli Lon protease, primary screen, biochemical, fluorescence polarization | actives 0.42% (n = 360,000) | inhibition, % at 7.94 µM | P0A9M0 | purified E. coli Lon protease; in the data active means inhibition above about 13%, passing the limit was not always enough;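 further: 0% = enzyme with probe and DMSO and 100% = no enzyme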
Target sequence (P0A9M0 whole entry, looked up): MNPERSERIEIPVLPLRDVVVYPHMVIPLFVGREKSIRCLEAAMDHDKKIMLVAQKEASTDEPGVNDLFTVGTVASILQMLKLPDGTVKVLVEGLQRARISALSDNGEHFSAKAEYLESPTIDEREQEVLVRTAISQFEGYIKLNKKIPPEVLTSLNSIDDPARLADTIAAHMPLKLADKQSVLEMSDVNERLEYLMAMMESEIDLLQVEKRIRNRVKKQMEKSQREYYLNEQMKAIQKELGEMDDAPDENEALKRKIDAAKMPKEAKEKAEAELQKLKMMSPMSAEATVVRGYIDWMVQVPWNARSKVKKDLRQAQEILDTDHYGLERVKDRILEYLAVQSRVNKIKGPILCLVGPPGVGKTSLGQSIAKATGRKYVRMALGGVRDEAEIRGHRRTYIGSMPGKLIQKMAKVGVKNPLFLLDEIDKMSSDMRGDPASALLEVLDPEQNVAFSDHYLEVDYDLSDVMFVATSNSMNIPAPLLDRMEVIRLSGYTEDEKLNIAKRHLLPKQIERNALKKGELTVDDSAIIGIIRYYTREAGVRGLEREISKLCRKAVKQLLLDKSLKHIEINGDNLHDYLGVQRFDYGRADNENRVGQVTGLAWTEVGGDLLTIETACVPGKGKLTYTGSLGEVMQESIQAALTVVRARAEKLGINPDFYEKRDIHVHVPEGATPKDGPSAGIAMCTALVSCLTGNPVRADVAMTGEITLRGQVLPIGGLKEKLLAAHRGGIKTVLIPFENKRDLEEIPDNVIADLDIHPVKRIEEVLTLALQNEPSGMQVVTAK
MsrA act = bovine MsrA enzyme activators, primary screen, biochemical, absorbance, HTS; Methionine sulfoxide reductase A (Bos taurus); purified bovine MsrA, absorbance read-out; activation, % at 10.6 µM; actives 0.3% (n = 360,000); in the data active means activation above about 7.5%;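 further: 0% = vehicle and 100% = reference activator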
NRP1-CendR mod = modulators of CendR peptide binding to NRP-1, primary screen, biochemical, fluorescence polarization, uHTS. Neuropilin-1 (Homo sapiens), O14786. FAM-RPARPAR peptide binding to NRP-1. inhibition, % at 25 µM. actives 0.85% (n = 360,000);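 active means inhibition or corrected inhibition above about 18%, plus a signal ratio from 0.5 to 1.5, limit read from the data, passing the limit was not always enough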; further: strong numbers were not always called active
SKN-1 inh = suppressors of acrylamide-induced Pgst-4::GFP reporter in worms, primary screen, SKN-1 inhibitor project, whole organism, uHTS, GFP/RFP fluorescence ratio, strain VP596; C. elegans VP596 Pgst-4::GFP/RFP ratio, 24 h; actives 0.49% (n = 360,000); AID 624304, 2012; inhibition, % at 21.8 µM;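 active means interference check ratio from 0.5 to 1.5 plus GFP to RFP signal ratio inhibition reaching or exceeding a fixed threshold, cut at about 30% in these data, passing the limit was not always enough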; further: some compounds called inactive have numbers as strong as hits
Neddyl block = inhibitors of cullin neddylation, primary screen, biochemical, TR-FRET, uHTS, NAE and Ubc12; actives 0.58% (n = 360,000); NEDD8-conjugating enzyme Ubc12 (Homo sapiens) + NEDD8-activating enzyme E1 regulatory …; AID 651699, 2012; calls only at 25 µM; in the data active means inhibition above about 36%
MT1-MMP act inh = blockers of MT1-MMP proenzyme processing, primary screen, HT1080 RFP-PRO-GFP cells, GFP/RFP fluorescence. actives 0.061% (n = 360,000). GFP/RFP ratio fluorescence, overnight; percent of plate control window, DMSO zero. Matrix metalloproteinase-14 (Homo sapiens), P50281. AID 651647, 2012. GFP/RFP ratio change, % at 20 µM;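 active means GFP/RFP ratio change of at least 30% with cell ATP level not reduced by more than half and red fluorescence within 50% of control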; further: strong numbers were not always called active
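Assay system: HT1080 cells carrying an RFP-PRO-GFP reporter | Dosing: Single dose of 20 µM compound, 1% DMSO final | Incubation: Cells overnight before dosing, compound overnight, 37 °C, 5% CO2 | Evaluation: GFP/RFP fluorescence ratio | Control set: DMSO and RFP-L50D-GFP cell wells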
* marks the source's active call; other numbers are inactive results; i = inactive; nt = no result given. Rows are unselected. About 4% of those tested had a hit in this group.

Values run as follows: E coli Lon inh	NRP1-CendR mod	Rin1-Abl PPI inh	Neddyl block	SKN-1 inh	MLLE-PAM2 inh	FAS TE block	MsrA act	MT1-MMP act inh
1	CC1OC(C(C)(C)C)Cc2[nH][nH]c(=O)c21 (configuration not stated)
  -21	12	nt	i	2	nt	-8	-3	5
2	Cc1cc(C)n(-c2nc(NCCN(C)C)c3c4c(sc3n2)COC(C)(C)C4)n1
  3	-5	-3	i	21	-5	-5	0	2
3	CCN1CCN(S(=O)(=O)c2ccc3ccccc3c2)CC1
  -9	-8	-3	i	5	-19	-4	-2	3
4	CCCCCCn1c(N2CCN(c3ccccc3)CC2)nc2c1c(=O)n(C)c(=O)n2C
  -2	-4	6	i	2	-7	30	0	-5
5	COc1ccc(CC(=O)N2CCN(c3ccccc3)CC2)cc1
  -4	0	4	i	-8	5	-1	-2	-4
6	OCCC1CN(Cc2ccc3ncccc3c2)CCN1Cc1ccccc1 (configuration not stated)
  -5	4	-1	i	9	-11	0	-2	-2
7	CS(=O)(=O)NCCNc1cc(Cl)ccc1[N+](=O)[O-]
  -12	8	-2	i	12	8	-4	-3	0
8	Cc1ccc(NCc2n[nH]c(=S)n2-c2cccc(Cl)c2)cc1
  -3	10	1	i	-14	-27	-4	-2	0
9	Cn1c(C(=O)Nc2ccc(Cl)cc2)cc2cc(Cl)ccc21
  -14	0	-2	i	13	-5	3	-1	0
10	Cc1ccc(C(=O)N2CCN(c3ccc([N+](=O)[O-])c(N4CCOCC4)c3)CC2)cc1
  -8	8	-3	i	7	-4	-2	-3	2
11	Cc1cc(S(=O)(=O)N(Cc2ccc(F)cc2)CC2CCCO2)ccc1-n1cnnn1 (configuration not stated)
  -3	-4	4	i	2	3	13	-4	0
12	CCc1nc(C)cn1S(=O)(=O)c1ccc(Br)cc1
  -3	0	-2	i	21	2	-4	-2	-3
13	O=C(CN1CCN(c2ccccc2F)CC1)NCc1ccccc1
  0	1	3	i	-4	-2	-1	-2	1
14	COc1cc2c(cc1NC(=O)c1cccc([N+](=O)[O-])c1C)oc1ccccc12
  6	-8	2	i	15	-5	35	-7	1
15	CC1(C(=O)Nc2ccc3[nH]ncc3c2)CCN1C(=O)C1(c2ccccc2)CC1 (configuration not stated)
  10	4	2	i	9	-2	0	-10	-6
16	Cc1ccc2nc(-c3ccccn3)c(N)n2c1
  -2	-5	2	i	8	10	-10	0	5
17	O=C(N/N=C/c1ccc(OCc2ccccc2)cc1)c1ccncc1
  1	-4	-1	i	1	5	5	-2	-1
18	O=C(NNC(=O)c1ccccc1[N+](=O)[O-])Nc1ccccc1C(F)(F)F
  -1	-50	-1	i	8	-9	-13	-10	-2
19	CCCCSc1nc2c(=O)[nH][nH]c(=O)c2n1Cc1ccccc1
  -17	3	0	i	-10	7	-1	-2	4
20	CCOc1ccc(Cn2nnc(C(=O)Nc3ccc(OC)cc3OC)c2N)cc1
  1	-2	-6	i	7	2	-5	-8	0
21	Cc1ccc(C(=O)N2CC(C)OC(C)C2)cc1[N+](=O)[O-] (configuration not stated)
  0	15	3	i	0	-7	-2	-9	-4
22	CN1CCC(NC(=O)NC2CCCCC2)CC1
  -9	7	1	i	-1	12	-6	-2	1
23	Cc1ccc(-c2cn(CCC(=O)O)c(-c3ccc(Cl)nc3)n2)cc1
  0	-2	3	i	-14	0	-6	3	5
24	Cc1cccc(-n2c(SCC(=O)Nc3nonc3C)nnc2-c2ccoc2C)c1
  1	9	2	i	-9	7	7	-6	-11
25	CCN(CC(=O)Nc1ccccc1OC)C(=O)CSCc1c(C)noc1C
  4	19	2	i	11	-3	-2	-3	2
26	O=C(Nc1ccc(C(O)(C(F)(F)F)C(F)(F)F)cc1)c1ccc(Cl)c([N+](=O)[O-])c1
  3	1	1	i	-3	15	49	-9	6
27	Cc1ccc(-c2ccc(/C=N/NC(=O)CN3CCCC3)o2)cc1Cl
  5	3	-4	i	12	-15	-8	8.8*	-8
28	CCn1nc(C)c(NC(=O)Nc2cccc(Cl)c2Cl)c1C
  0	10	0	i	0	-2	-4	-14	2
29	Cc1cccc(-c2nc(CS(=O)CC(=O)NCCc3ccc(Cl)cc3)c(C)o2)c1 (configuration not stated)
  -1	-4	2	i	-13	4	6	-10	4
30	COc1cc(C)c(S(=O)(=O)NCc2cccs2)cc1C
  -5	-8	3	i	4	1	0	-5	0
31	CC(C)CNC(=S)Nc1ccc(S(N)(=O)=O)cc1
  -1	-10	3	i	-7	18	-7	-6	-3
32	N#CCCn1nc(-c2ccccc2)cc1Nc1ccccc1NC(=O)C(F)(F)F
  -5	-3	0	i	-1	2	1	-7	6
33	O=C(c1ccoc1)N1CCN(c2cc(-c3cccnc3)nc3cc(-c4cccc(Cl)c4)nn23)CC1
  -3	-26	-4	nt	4	-1	2	0	-7
34	COc1cccc(-c2cnc3c(NC(C)=O)cc(-c4ccncc4)cn23)c1
  -5	0	-5	i	-4	-5	0	-5	-1
35	CCc1nc(SCC(=O)c2ccccc2)c2c(=O)n(C)c(=O)n(C)c2n1
  3	0	-2	i	14	-7	13	-2	3
36	CC(=O)Oc1cccc(C(=O)Nc2ccc(NC(=O)c3cccs3)cc2)c1
  -3	6	-1	i	5	0	-3	-8	5
37	O=C(Cn1cnc(Cl)c1Cl)c1ccccc1
  -1	14	3	i	4	11	-9	-7	0
38	COC(=O)c1ccc(NC(=O)CSc2ccccc2)cc1
  3	-6	1	i	4	19	-4	-7	4
39	CC(=O)C[C@@H](O)CC(=O)[C@@H]1OC(=O)[C@@H](C)C/C=C\Cc2ccccc21
  -8	2	-2	i	4	-2	-6	-3	-3
40	CCSC1=N/C(=C\c2ccc(C)s2)C(=O)S1
  4	-4	-2	i	4	4	-5	-2	-5
41	Cc1ccc(C(=O)N2CCN(c3cccc(Cl)c3)CC2)cc1C
  -7	23	0	i	-5	3	15	-11	-2
42	COCCn1c(N2CCN(c3ccccc3)CC2)nc2c1c(=O)n(C)c(=O)n2C
  -3	-4	1	i	-1	-5	-1	-3	-6
43	CC(=O)c1c(C)[nH]c(C(=O)CSc2nc3ccc(C)cc3[nH]2)c1C
  -3	-5	-5	i	14	-96	7	0	-6
44	Cc1onc(-c2c(F)cccc2Cl)c1C(=O)NNC(=O)C1CCN(Cc2cccc(F)c2)CC1
  2	12	3	i	-7	0	-6	-6	5
45	COc1cccc(CC(NC(C)=O)C(=O)NC2CCN(c3nnnn3-c3ccccc3)CC2)c1 (configuration not stated)
  2	2	-1	i	3	12	-9	0	3
46	CCOC(=O)Cc1c(C)nc(Cc2ccc(OC(C)C)cc2)[nH]c1=O
  -1	2	0	i	-3	3	1	-5	0
47	CCOc1ccc(NC(=O)COc2ccc(C(=O)NCCc3ccccc3)cc2)cc1
  -21	-16	-3	i	-3	13	-4	-2	3
48	C#CCOCCOCCOCCNc1nc(N2CCN(C(=O)[C@H](CCC(=O)O)n3cc(C(N)Cc4ccc(O)cc4)nn3)CC2)nc(N2CCN(C(=O)[C@H](CCC(=O)O)n3cc(C(N)[C@H](C)CC)nn3)CC2)n1 (some centres not stated)
  3	13	1	i	-2	-10	-8	-2	2
49	CCC1CCCCN1CCNS(=O)(=O)c1ccc2c(c1)oc(=O)n2C (configuration not stated)
  2	5	-5	i	10	-12	-6	0	3
50	CC1(C)C(c2ccccc2)=[N+]([O-])CN1O
  0	-12	0	i	6	0	-8	-4	-5
51	CSc1nc2ccc(S(=O)(=O)NC3CCCCC3)cc2s1
  -2	-1	-3	i	5	0	13	2	-2
52	COc1ccc(O)c(C(=O)c2cnn(C(=O)c3cccc(S(=O)(=O)N4CCOCC4)c3)c2)c1
  -2	-12	-1	i	-9	16	12	0	-10
53	COc1ccc(C(NC(=O)c2ccc(F)cc2)c2ccccc2)cc1 (configuration not stated)
  -8	-1	-3	i	7	8	15	-6	-2
54	CSCCC(NS(=O)(=O)c1ccccc1F)C(=O)NCC(C)(C)N1CCOCC1 (configuration not stated)
  1	-4	5	i	1	6	-10	-6	6
55	COc1ccccc1NS(=O)(=O)c1cccc(C(=O)NCC2(N(C)C)CCCCC2)c1
  -10	-1	5	i	15	1	-9	-1	3
56	COc1cccc(NC(=O)CN(C)C(=O)CN2C(=O)NC(C)(c3ccc4ccccc4c3)C2=O)c1 (configuration not stated)
  2	-13	0	i	16	-29	-3	-5	5
57	O=C(Nc1n[nH]c(C2CCCCC2)n1)C1CCCCC1
  -12	-5	2	i	8	2	1	-3	-1
58	O=c1[nH]c(-c2cccnc2)nc2ccccc12
  -9	-5	-1	i	-39	-20	-10	-3	0
59	CC(C)CN(C(=O)C1CC1)c1c(N)n(Cc2ccccc2)c(=O)[nH]c1=O
  -16	2	-2	i	-11	-5	-6	-4	-2
60	CC(=O)Nc1ccc(N2CCN(c3ccc(F)cc3)CC2)cc1
  0	4	1	i	-1	-15	-3	-4	2

The list goes on; it opens with the 2 that closed the last part.
Values run as follows: E coli Lon inh	NRP1-CendR mod	Rin1-Abl PPI inh	Neddyl block	SKN-1 inh	MLLE-PAM2 inh	FAS TE block	MsrA act	MT1-MMP act inh
59	CC(C)CN(C(=O)C1CC1)c1c(N)n(Cc2ccccc2)c(=O)[nH]c1=O
  -16	2	-2	i	-11	-5	-6	-4	-2
60	CC(=O)Nc1ccc(N2CCN(c3ccc(F)cc3)CC2)cc1
  0	4	1	i	-1	-15	-3	-4	2
61	O=[N+]([O-])c1nn(-c2cccc(Cl)c2)n(O)c1=NCc1cccnc1
  7	-6	0	i	23	-9	-8	-7	0
62	O=C(Cn1cc2c(n1)CCCC2)N1CCOCC1
  -2	-9	-4	i	15	6	1	-1	2
63	CN(CCc1cn[nH]c1)Cc1nc(C(c2ccccc2)c2ccccc2)no1
  1	5	6	i	-4	2	-1	-1	-6
64	Cc1ccccc1CNC(=O)c1ccccc1
  -1	-11	1	i	10	2	-6	-1	-6
65	CCOC(=O)c1ccc(CNC(=O)Cn2nnc(-c3ccccc3F)n2)o1
  -4	1	-2	i	2	-4	-3	-2	0
66	COc1cccc(N2CCN(C(=O)c3cccnc3)CC2)c1
  0	13	-1	i	2	13	-4	-6	-1
67	COCCOc1cc(COC)nc(-c2cccc(C)c2)n1
  6	-10	-1	i	2	-1	-1	-4	1
68	COc1cc2nncc(SC)c2cc1OC
  -5	8	-3	i	10	-1	-9	-5	-1
69	CN(C)c1ccnc(Nc2ccc(O)cc2)c1C#N
  -2	11	4	i	-18	4	-6	-3	6
70	COC(=O)c1ccc(COc2ccccc2[N+](=O)[O-])o1
  18	-4	-1	i	-3	-4	-5	-2	1
71	CN(Cc1ccc(C(C)(C)C)cc1)C(=O)c1ccc2c(c1)OCO2
  11	-4	2	i	-14	8	15	-5	-1
72	CN(CCOc1ccc(Cl)c(Cl)c1)Cc1ccccc1
  -7	4	-2	i	15	-7	28	-3	-2
73	CCOC(=O)C1=C(Nc2ccccc2)OCC1=O
  2	-2	-1	i	-12	16	-11	-2	3
74	CCOC(=O)c1c(S(=O)(=O)NCC(=O)Nc2cc(C)ccc2OC)c(C)n(C)c1C
  5	-8	1	i	4	-6	3	-4	-2
